Pf apPOL block = Pf-apPOL DNA polymerase inhibition. Recombinant Pf-apPOL, molecular beacon fluorescence, 1.5 h. inhibition, % at 10 µM. 210,000 compounds, 0.25% hits. AID 1794808
mHTT CaM bind = mHTT-calmodulin interaction abrogation | AlphaScreen His-mHTT/GST-CaM binding, luminescence | inhibition, % at 15 µM | 190,000 compounds, 3.6% hits | AID 1671202;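 also: 0% = both proteins with DMSO and 100% = one protein alone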
Active calls of the source: *; nt = not tested or not shown; & = joins results of further samples. Rule as the data show it: active = inhibition above about 50%; inactive = the rest.

Start of the listing, in advance:
Value order: Pf apPOL block, mHTT CaM bind
- COc1ccc(NC(=O)c2coc(=O)c3ccccc23)cc1OC
→ 1.7, 4.0
- O=C(CN1CCN(C(=O)c2ccc(S(=O)(=O)N3CCCC3)cc2)CC1)c1cccs1
→ -10.3, -1.5
- CCN(C(=O)Cn1nnnc1N)C1(C(=O)Nc2ccccc2)CCCCC1
→ 6.0, -2.0
- Cc1cc(C2CCCN2Cc2cn(C)nc2C)on1 (stereo unspecified)
→ 2.2, 21.4
- O=C(Nc1ccccc1[N+](=O)[O-])NC1(C(F)(F)F)Oc2ccccc2O1
→ -2.0, 23.0

The list itself, from the start:
Value order: Pf apPOL block, mHTT CaM bind
- COc1ccc(NC(=O)c2coc(=O)c3ccccc23)cc1OC
→ 1.7, 4.0
- O=C(CN1CCN(C(=O)c2ccc(S(=O)(=O)N3CCCC3)cc2)CC1)c1cccs1
→ -10.3, -1.5
- CCN(C(=O)Cn1nnnc1N)C1(C(=O)Nc2ccccc2)CCCCC1
→ 6.0, -2.0
- Cc1cc(C2CCCN2Cc2cn(C)nc2C)on1 (stereo unspecified)
→ 2.2, 21.4
- O=C(Nc1ccccc1[N+](=O)[O-])NC1(C(F)(F)F)Oc2ccccc2O1
→ -2.0, 23.0
- O=C(NCCNc1ccc([N+](=O)[O-])c(NC2CC2)c1)c1ccc(Br)cc1
→ -9.2, -4.4
- COCCn1c(CC2CCN(S(=O)(=O)c3cccc(OC)c3)C2)nc2cccnc21 (stereo unspecified)
→ -1.1, 5.4
- CCOC(=O)CN1CC23C=CC(O2)C(C(=O)NCc2ccc(OC)cc2)C3C1=O (stereo unspecified)
→ -1.6, -8.3
- CCN(CC)c1nc2cc(C(=O)OC)ccc2c(=O)n1-c1ccccc1
→ -1.2, -56.7
- CN1CCc2c(sc3nc(Nc4ccccc4)n(N)c(=O)c23)C1
→ 1.2, 24.9
- CSc1ccccc1C(=O)NC1CC1
→ 4.3, -4.7
- Cn1cc(C(c2ccc([N+](=O)[O-])o2)c2cn(C)c3ccccc23)c2ccccc21
→ -0.4, 65.0*
- O=C(Nc1ccc(Oc2ccccc2)cc1)C1CCN(C(=O)c2ccc(Cl)cc2)CC1
→ -13.6, 5.4
- CN(C)C(=O)c1cc2c(s1)CCC(C(=O)Nc1ccc3c(c1)OCCO3)C2 (stereo unspecified)
→ 0.0, 12.9
- CN(C)CCSc1ncccc1C(=O)N(C)C
→ -2.9, -6.6
- COc1ccc(S(=O)(=O)Nc2ccc3c(c2)OCO3)cc1C(=O)O
→ -19.2, -1.6
- CCC(=O)Nc1ccc2c(c1)CC(C(=O)NCCOC)CO2 (stereo unspecified)
→ 7.6, -4.0
- Cc1cc(C)cc(NC(=O)Cc2nnc(-c3ccc4ncccc4c3)o2)c1
→ -1.9, 13.5
- C=CCN(CC=C)C(=O)Nc1cccc(Cl)c1
→ -10.4, 3.3
- O=C(NCc1ccco1)C1CCN(c2nnc3ccccn23)CC1
→ -6.6, 4.2
- O=C(Nc1nnc(Cc2ccc(Cl)cc2Cl)s1)Nc1ccccc1F
→ 1.9, -3.9
- COc1ccc(-n2nc3ccc(NC(=O)c4ccc(Cl)c([N+](=O)[O-])c4)cc3n2)cc1
→ -3.1, 9.0
- CC1C(=O)N(Cc2cn(CCC3OCCO3)nn2)CCS(=O)(=O)N1Cc1ccc(-c2ccc(Cl)cc2)cc1 (stereo unspecified)
→ -10.2, 9.6
- COc1ccc(C=Nc2sc3c(c2C#N)CCC(C)C3)cc1OC (stereo unspecified)
→ -6.8, 11.0
- Cc1ccc2nc(NS(=O)(=O)c3ccc([N+](=O)[O-])cc3)sc2c1
→ -1.5, -1.0
- CCCn1c(=O)c2ccccc2n2c(SCC(=O)NCc3ccccc3)nnc12
→ -8.2, -13.9
- O=C(NCc1cccc(Br)c1)c1ccc2ncnc(N3CCCC3)c2c1
→ 4.7, -0.2
- O=C(O)c1ccccc1C(=O)c1ccc(F)c(F)c1
→ -0.9, -8.7
- CC[n+]1ccccc1/C=C/c1ccc(N(C)C)cc1
→ -2.5, 10.0
- Cc1ccc(-n2nc3c(c2NC(=O)c2c(F)cccc2F)CS(=O)(=O)C3)c(C)c1
→ -5.6, -1.0
- CCOc1ccc2c(-c3cc4ccccc4oc3=O)cc(=O)oc2c1
→ 1.9, -0.5
- COc1cccc(CNC(=O)C2CCN(c3cc(N4CCCCC4)ncn3)CC2)c1
→ -3.6, 10.2
- CCCNc1cc(N2CCC(CCC(=O)NCc3ccc(F)cc3F)CC2)ncn1
→ -8.0, 2.8
- Cc1ccc(S(=O)(=O)c2nc(-c3ccccc3)n3c2SCC3)cc1
→ 1.6, 10.0
- O=C(NCCOc1ccccc1)c1cccc(C(=O)NCCOc2ccccc2)c1
→ -5.6, 1.7
- O=C(Nc1cccc2c1CCCC2)C(Cc1ccccc1)NS(=O)(=O)c1cccs1 (stereo unspecified)
→ -8.6, -1.0
- COc1ccc(C2=COC3(CCCN(C(=O)c4ccco4)C3)C2)cc1 (stereo unspecified)
→ -7.1, -8.0
- CC(=O)c1ccccc1NC(C#N)c1ccccc1 (stereo unspecified)
→ 4.8, nt
- CCCNC(=O)N1CCc2c(c(-c3nc(-c4cccc(F)c4)no3)nn2C)C1
→ -1.6, 32.1
- Cc1ccc(CC(=O)N2CSCC2C(=O)NCCc2cscn2)cc1 (stereo unspecified)
→ -5.7, -3.6

One compound at a time, from the list above:
`O=C(NCc1cccc(Br)c1)c1ccc2ncnc(N3CCCC3)c2c1` as listed: Pf apPOL block = 4.7; mHTT CaM bind = -0.2
`COc1cccc(CNC(=O)C2CCN(c3cc(N4CCCCC4)ncn3)CC2)c1` as listed: Pf apPOL block = -3.6; mHTT CaM bind = 10.2

Going on with the list.
Value order: Pf apPOL block, mHTT CaM bind
- CCOc1ccc(C(=O)N2CCC(c3nc(C(=O)N4CCCCC4)c(C)o3)CC2)cc1
→ 1.5, 29.8
- Cn1c2ccccc2c2c(C(=O)NCCC3=CCCCC3)cn(C3CCCC3)c(=O)c21
→ -1.3, 7.0
- CCOc1ccc(/C=C2/SC(N3CCOCC3)=NC2=O)c(OCC)c1
→ 3.2, 28.0
- CN1C2CCC1CC(NS(=O)(=O)c1cccc(C(F)(F)F)c1)C2 (stereo unspecified)
→ -7.0&-4.0, nt
- COc1ccc(C2=N/C(=C\C=C\c3ccccc3OC)C(=O)O2)c(Br)c1
→ -0.5, 36.0
- N#Cc1ccc(N=c2oc3cc(O)ccc3cc2C(N)=O)cc1
→ 9.2, 9.0
- C=CCC(C)(CC=C)NC(=O)c1ccccc1[N+](=O)[O-]
→ -5.1, -1.8
- CCn1cc(CNC(=O)c2cc(-c3cc(C)ccc3C)nc3ccc(Br)cc23)cn1
→ -9.3, 28.0
- CCOc1ccc(CC(=O)Nc2ccc(C)cc2)cc1OCC
→ 0.8, 5.4
- N=C1SCC(=O)N1c1ccc(Br)cc1
→ 0.2, 1.0
- CC(=O)N1CCc2ccccc2C1C(=O)NCc1cc(C)ccc1C (stereo unspecified)
→ -3.6, 33.2
- COc1ccc(C2SC(C)C(=O)N2c2ccc(Cl)cc2)cc1 (stereo unspecified)
→ -3.1, -17.0
- CC1(C)CC(=O)C2=C(C1)Nc1nc(SCc3ccccc3)nn1C2c1cccc(O)c1 (stereo unspecified)
→ -3.4, 11.0
- O=C(NCc1csc(-c2ccccc2)n1)C1CCN(C(=O)Nc2ccccc2)CC1
→ -2.6, -6.2
- O=C(CN1C(=O)/C(=C/c2cccc(Cl)c2)Sc2ccccc21)NCCCN1CCOCC1
→ -3.1, 20.0
- Cc1ccc(C(=O)COc2ccc3c(C)cc(=O)oc3c2C)cc1
→ 1.0, -3.0
- FC(F)(F)c1nnc2scc(-c3ccc(Cl)cc3)n12
→ -5.4, nt
- CCn1nccc1C(=O)N1CCCC2(C1)Nc1ccccc1NC2=NCc1ccccc1 (stereo unspecified)
→ -11.1, 35.7
- O=C(NCCCCCCNC(=O)n1nnc2ccccc21)n1nnc2ccccc21
→ -0.3, 25.0
- COc1cc(C(=O)Nc2ccc(S(=O)(=O)N3CCOCC3)cc2)c([N+](=O)[O-])cc1OC
→ 7.5, 8.8
- CSc1ccc(S(=O)(=O)N2CCN(Cc3ccc4c(c3)OCO4)CC2)cc1
→ nt, 6.0
- CCOC(=O)C(CCC(=O)O)(CCC(=O)O)C(C)=O
→ -1.1, nt
- O=S(=O)(c1ccc2c(c1)CCO2)N1CCN(C2c3ccccc3-c3ccccc32)CC1
→ -4.7, nt
- Cc1ccc(C(=O)N2CCC(CC(=O)NCCCN3CCCCCC3)CC2)cc1
→ -3.6, 12.0
- COc1ccc(-c2ccc(=O)n(CCNC(=O)NC3CCCCC3)n2)cc1
→ 0.0, -1.3
- Cc1cc(C)c(C2C(C#N)=C(N)Oc3n[nH]c(C)c32)c(C)c1 (stereo unspecified)
→ -1.0, 11.9
- CC1(C)CC(=NNc2cc(C(F)(F)F)cc(C(F)(F)F)c2)c2cc(C(C)(C)C)c(O)c(O)c2O1
→ 8.7, nt
- CCSc1sc(CC)cc1C1C(C#N)=C(N)N(c2cccnc2)C2=C1C(=O)CCC2 (stereo unspecified)
→ -1.5, 36.0
- N=c1c(S(=O)(=O)c2ccccc2)cc2c(=O)n3ccccc3nc2n1C1CCCC1
→ -12.4, 1.0
- CN1CN=C2SC3(COC(c4ccccc4Cl)OC3)C(=O)N2C1 (stereo unspecified)
→ -5.2, 3.0
- Cc1sc(NC(=O)C2CC2c2ccccc2)c(C#N)c1C (stereo unspecified)
→ -4.6, 3.2
- COc1ccc(NC(=O)N2CCC(c3cc(N)on3)CC2)cc1F
→ -3.2, -6.0
- CC(C)(C)c1noc(Cc2nnc(-c3ccccc3)o2)n1
→ -1.6, -8.8
- CCOc1ccc(NC(=O)COc2nsnc2N2CCOCC2)cc1
→ -2.8, 7.0
- Cc1ccc(OC(=O)c2cc(Cl)cc(Cl)c2)c(NC(=O)c2cc(Cl)cc(Cl)c2)c1
→ -8.2, nt
- Cc1cc(-c2ccc(NS(C)(=O)=O)c(C)c2)ccc1NS(C)(=O)=O
→ -5.6, 0.3
- CCCNC(=O)c1nc2cc(C)c(C)cc2n(C)c1=O
→ -3.7, 3.2
- CCc1ccc(NC(=O)N2CCc3nc(-c4ccc(Cl)cc4)ncc3C2)cc1
→ -6.6, -10.9
- O=[N+]([O-])c1ccc(-c2cnnn2-c2cc(Cl)ccc2Cl)cc1
→ 2.5, 5.0
- Cc1ccc(CNC(=O)CCC2CCCN(C(=O)Nc3ccccc3)C2)cc1C (stereo unspecified)
→ -1.9, 7.8
- Clc1ccc(Cl)c(SCCc2ccccn2)c1
→ -3.5, -80.8
- NC1=NC(=O)CC(C(=O)Nc2ccc(Cl)cc2Cl)S1 (stereo unspecified)
→ 6.6, 6.0
- Cc1ccc2c(c1)N(Cc1ccc(C(=O)NCC(C)C)cc1)C(=O)CO2
→ -0.6, -6.2
- COc1cc(C=Nc2sc3c(c2C#N)CCCC3)cc2c1OCO2
→ -0.1, 5.0
- Cc1ccc(-c2noc(-c3c(O)c4ccccc4[nH]c3=O)n2)cc1
→ -0.6, -13.8
- O=C(Nc1ccc(Cl)cc1F)c1cc(S(=O)(=O)N2CCOCC2)ccc1F
→ -2.1, 1.0
- Cc1ccc(C(=O)Nc2cnc(N3CCCCC3)nc2)cc1F
→ -1.9, -4.3
- COc1cc(O)c2c(=O)c(-c3ccc(OC4OC(CO)C(O)C(O)C4O)cc3)coc2c1 (stereo unspecified)
→ -5.6, 15.1
- O=C(Nc1ccc(F)c(F)c1)c1cc(S(=O)(=O)NC2CCCCC2)ccc1F
→ 1.8, -2.0
- COc1ccc(NC(=O)C2(C)Oc3cccnc3NC2=O)cc1F (stereo unspecified)
→ -3.9, 2.4
- Cc1cccc(CC(=O)N2CCCC2c2nc(-c3ccccc3)n[nH]2)c1 (stereo unspecified)
→ 1.4, -8.6
- CCc1ccccc1NC(=O)C1(C)Oc2cccnc2N(C)C1=O (stereo unspecified)
→ 1.2, 1.9
- Cc1cc(C)n2nc(S(=O)(=O)NCc3ccccc3)nc2n1
→ -5.4, 0.0
- CC(C)N1Cc2cc(C(=O)NCCCN3CCCc4ccccc43)sc2C1
→ -1.8, 48.4
- Cc1ccc(NC(=O)CN2CCN(c3ccc(F)cc3)CC2)cc1
→ -6.1, 10.9
- COc1cc(Cl)c(C)cc1NC(=O)CNC(=O)Cn1cnc2sc(C)cc2c1=O
→ -3.5, -3.0
- Cc1nc(C(=O)NCCCN2CCC(C)CC2)c(C)n1C1CCN(S(C)(=O)=O)CC1
→ -5.7, 7.2
- COc1ccc(/C=c2\sc3nc4cc(C)c(C)cc4n3c2=O)cc1OC
→ -2.2, -1.0
- CCC(=O)NCCc1csc(C2CCCN(C(=O)c3ccc(F)cc3)C2)n1 (stereo unspecified)
→ -0.5, 2.9
- COc1ccc(CN2[C@@H](CC(=O)O)c3cc(C(F)(F)F)ccc3S2(=O)=O)cc1
→ -5.1, 2.3

(more compounds)
Value order: Pf apPOL block, mHTT CaM bind
- CCn1c2ccccc2n2nc(C)c(C(C)=O)c12
→ -4.3, -0.6
- CCOC(=O)N1CCN(C(=O)Cn2c(-c3nnc(C(C)C)o3)cc3ccccc32)CC1
→ -8.1, -14.7
- Fc1cc(F)c2nc(N3CCCC3)sc2c1
→ -6.2, -22.1
- Cc1cccc(C(=O)Nc2cccnc2N2CCOCC2)c1
→ -3.7, -1.1
- CS(=O)(=O)N(CC(=O)NCCc1ccccc1)c1cc(C(F)(F)F)ccc1Cl
→ 3.3, -1.0
- Cc1ccc(COC(CN2CCCCCC2)CN2CCCCCC2)cc1
→ -11.8, nt
- Cc1cc(C)cc(-n2c(C)nc3cc(C(=O)NC(C)C)ccc32)c1
→ -15.3, 10.0
- Cc1ccc(SC[C@H](CC(C)C)N2CCN(CCc3ccccc3)CCC2=O)cc1
→ -5.5, 80.4*
- O=C1CCc2cc(NS(=O)(=O)C=Cc3ccccc3)ccc2N1
→ 4.0, -0.6
- COc1cccc(NC(=O)N2CCCC2c2cccc(F)c2)c1 (stereo unspecified)
→ -4.4, -7.7
- Cc1ccc(COCc2nn(C)c3c2CN(C(=O)c2ccccc2C)CC3)cc1
→ -6.3, -2.1
- Cc1ccc(S(=O)(=O)n2ccn(C(=O)C(C)Oc3ccccc3)c2=O)cc1 (stereo unspecified)
→ -5.7, -10.7
- O=C(NCc1ccc(F)cc1)C1CC(=O)N(Cc2ccc(F)cc2)C1 (stereo unspecified)
→ -4.5, 0.0

Screening results: PubChem BioAssay, University of Kansas High Throughput Screening Laboratory

A portion of the library; count on the stated rates, not on these rows.
